# Source: PubChem (several laboratories)
# H69AR inhibit: proliferation blockers of H69AR lung cancer cells, primary screen, cell-based, human, 86K library; H69AR lung tumor viability, ATP luminescence, 72 h; stronger effect = lower value; viability, % at 10 µM; 85,000 compounds, 6% hits; AID 598, 2007;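 active = viability at or below 40%; inactive = viability above 40%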;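 note: multidrug resistant small cell line overexpressing MRP-1 efflux transporter; 100% = mean luminescence of untreated control wells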
# ERa SRC1 pot: enhancers of ERα–SRC-1 coactivator binding, primary screen, biochemical, TR-FRET, ERα LBD, low estradiol. Estrogen receptor (Homo sapiens), P03372. TR-FRET ERalpha-LBD/SRC-Cy5 coactivator binding, 2 h; 100 = basal binding, no effect. coactivator binding (% of control), % at 25.6 µM. 86,000 compounds, 1.3% hits. AID 639, 2007; in the data active = activity above about 200%;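 note: binding measured in presence of low estradiol as agonist stimulus; 0% = peptide alone without receptor and 100% = receptor with peptide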
# Target sequence (P03372 whole entry, looked up, the tested form may be a part): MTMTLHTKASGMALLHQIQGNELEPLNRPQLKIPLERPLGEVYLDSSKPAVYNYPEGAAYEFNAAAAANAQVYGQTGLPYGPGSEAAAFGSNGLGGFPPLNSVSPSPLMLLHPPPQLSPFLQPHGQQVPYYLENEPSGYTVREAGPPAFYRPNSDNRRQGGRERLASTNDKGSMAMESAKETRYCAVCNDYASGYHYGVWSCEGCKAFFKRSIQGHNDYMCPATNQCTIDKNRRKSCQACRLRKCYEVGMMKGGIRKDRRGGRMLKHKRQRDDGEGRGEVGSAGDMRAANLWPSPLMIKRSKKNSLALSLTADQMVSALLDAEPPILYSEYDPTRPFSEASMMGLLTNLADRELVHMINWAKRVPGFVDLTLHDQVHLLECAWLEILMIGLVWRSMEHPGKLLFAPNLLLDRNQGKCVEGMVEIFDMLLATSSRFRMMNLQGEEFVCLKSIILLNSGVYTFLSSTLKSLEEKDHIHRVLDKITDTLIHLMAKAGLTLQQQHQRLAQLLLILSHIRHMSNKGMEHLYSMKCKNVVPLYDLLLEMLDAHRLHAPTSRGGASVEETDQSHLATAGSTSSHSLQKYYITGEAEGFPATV
# ERb coact inh: inhibitors of ERβ-SRC1 coactivator interaction, primary screen, biochemical, TR-FRET, ERβ LBD, SRC-1 peptide; inhibition, % at 25.6 µM; TR-FRET ER-beta LBD / SRC1-Cy5 peptide binding; receptor agonist-loaded with 1 µM estradiol; 86,000 compounds, 1.3% hits; AID 633, 2007; Estrogen receptor beta (Homo sapiens), Q92731;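 active = compounds whose percent inhibition of the receptor-coactivator binding signal exceeds about 50% in the single-dose screen, limit read from the data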;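 note: 0% = receptor plus peptide wells without compound and 100% = peptide-only wells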
# Fibroblast inh: antiproliferative effect on LL 47 fibroblasts – human, LL 47 cells, CellTiter-Glo luminescence, primary screen | 85,000 compounds, 1.1% hits | viability, % at 10 µM | LL 47 human lung fibroblast viability, ATP luminescence; stronger effect = lower value;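 active = viability at or below 50% in the single dose screen; inactive = viability above 50%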;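 note: compound exposure lasted 72 h before the ATP readout; 100% = median luminescence of untreated cell-only wells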
#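 Assay system: human lung fibroblast line LL 47, low passage. Input: 1,150 fibroblasts seeded per well. Times: overnight cell rest, 72 h compound treatment at 37 °C. Evaluation: % viability of median cell-only signal. Technique: luminescent ATP detection, CellTiter-Glo. Control set: cell-only wells, no compound.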
# HUVEC inhibit: inhibitors of HUVEC proliferation, primary screen, cell-based, 384-well. CellTiter-Glo luminescence, 72 h; stronger effect = lower value. viability, % at 10 µM (by protocol). 86,000 compounds, 1.1% hits;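 active = viability at or below 30%; inactive = viability above 30%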;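 note: 100% = median luminescence of DMSO-only cell control wells on each plate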
# CD11b adhes enh: enhancers of CD11b/CD18 adhesion to fibrinogen, primary screen, K562 cells, luminescence; Integrin beta-2 (Homo sapiens) + Integrin alpha-M (Homo sapiens), P05107+P11215; ATPlite luminescence; activation, % at 10 µM; 93,000 compounds, 0.07% hits; AID 1499, 2009;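 active = 10 µM primary screen giving 50% or more activity, confirmed by 40% or more on retest at that dose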; note: strong numbers were not always called active
# ERa SRC1 inh: ERα–SRC-1 coactivator interaction inhibitors, primary screen, biochemical, TR-FRET, ERα LBD, estradiol-bound. Estrogen receptor (Homo sapiens), P03372. TR-FRET ER-alpha LBD / SRC-1 peptide. inhibition, % at 25.6 µM. 86,000 compounds, 1.7% hits. AID 629, 2007; in the data active = inhibition above about 50%;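 note: 0% = receptor plus peptide control and 100% = peptide only without receptor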
# Smad3 FoxH1 inh: Smad3/FoxH1 peptide binding inhibitors, primary screen, biochemical, TR-FRET | AID 630, 2007 | 88,000 compounds, 0.29% hits | TR-FRET Smad3/Dy647-FoxH1 peptide binding, europium anti-His | inhibition, % at 25 µM;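 active = compounds that reduce the energy-transfer binding signal between the protein and its labelled peptide by more than half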;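 note: 0% = Smad3 plus labelled peptide maximal FRET and 100% = peptide-only background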
# Target sequence (P84022 whole entry, looked up): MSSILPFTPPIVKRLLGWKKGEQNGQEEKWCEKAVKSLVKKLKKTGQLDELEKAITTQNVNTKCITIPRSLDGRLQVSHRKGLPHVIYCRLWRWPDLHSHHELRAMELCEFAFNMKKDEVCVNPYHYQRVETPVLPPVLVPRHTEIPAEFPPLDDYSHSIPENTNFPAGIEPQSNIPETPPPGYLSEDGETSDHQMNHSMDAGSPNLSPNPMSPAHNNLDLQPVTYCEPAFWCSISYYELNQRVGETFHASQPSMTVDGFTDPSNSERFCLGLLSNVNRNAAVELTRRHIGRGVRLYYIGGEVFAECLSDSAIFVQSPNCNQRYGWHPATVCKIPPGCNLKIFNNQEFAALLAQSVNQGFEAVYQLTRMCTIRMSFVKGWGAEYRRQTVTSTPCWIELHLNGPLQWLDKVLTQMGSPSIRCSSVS
# MT1-MMP txn act: MT1-MMP promoter reporter activation – cell-based, luciferase luminescence, primary screen. 86,000 compounds, 0.16% hits. activation factor at 10 µM. AID 750, 2007. HT1080 MT1-MMP promoter luciferase reporter, overnight; stronger effect = higher value;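 active = activation factor of at least 2 for MT1-MMP transcription at 10 µM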
# * hit, by the source's call; / = no result given; [ ] = dose if it differs, or a comment.
SMILES,H69AR inhibit,ERa SRC1 pot,ERb coact inh,Fibroblast inh,HUVEC inhibit,CD11b adhes enh,ERa SRC1 inh,Smad3 FoxH1 inh,MT1-MMP txn act
c1ccc(CNc2ccc3ccccc3n2)nc1,93,112,-4,93,101,0,-2,27[fluorescence artefact?],0.5
CC1CCN(S(=O)(=O)c2cn(CC(=O)N3CCN(C)CC3)c(=O)c3ccccc23)CC1,100,98,6,103,101,2,-8,-10,1.1
CCCCOC(=O)CCc1nc2ccccc2[nH]1,98,100,1,113,98,-3,-5,0,1.2
N=c1c2c(-c3ccccc3)c(-c3ccccc3)n(Cc3ccccc3)c2ncn1CCO,1.9*,69,0,22*,3.3*,/,8,-6,1.1
Fc1ccc(-c2nnc3sc(-c4ccc5c(c4)OCO5)nn23)cc1,/,258*,16,96,98,/,40,-4,1.2
CCNc1nc(N2CCCCC2)nc(-n2nnc(C(=O)OCC)c2C)n1,86,86[fluorescence artefact?],-11,86,108,10,5,0,1
Cc1cccc(NC2SC(=O)N(c3ccccc3)C2=O)c1 (centres undefined),88,69,2[fluorescence artefact?],98,93,5,-2,-4,1.4
CCOC(=O)c1cccc(NC(=O)CSc2nnc(-c3ccoc3C)n2CC)c1,98,112,-3,98,95,-1,0,13[fluorescence artefact?],0.9
N#Cc1c(N)nc(SCc2ccccn2)c(C#N)c1-c1cccs1,81,373*[fluorescence artefact?],27[fluorescence artefact?],88,97,6,22[fluorescence artefact?],4,1.2
CSc1nc2ccccc2n1Cc1cccc(F)c1,/,93,75*[fluorescence artefact?],107,106,0,2,7,1.1
COC(=O)Cn1c(CCC(=O)O)ccc1-c1ccccc1,101,97,-2,102,97,-1,-7,2,1
CCC1CCCCN1CCCNC(=O)CC1Oc2ccc(C)cc2NC1=O (centres undefined),89,108,-7,91,95,-5,4,12,1.1
CCOC(=O)CNC(=O)CCCCCC(=O)NCC(=O)OCC,96,101,2[fluorescence artefact?],103,93,1,0,7,1.1
CC(C)C(OC(=O)c1cccs1)C(=O)NCc1ccco1 (centres undefined),96,94,-4,103,105,-2,-4,-4,1.2
CCCSc1nc2c(c(=O)n1CC)SC(C)C2 (centres undefined),91,106,-11,94,112,-1,-2,6,1
COc1ccc(C(=O)N2CCC(C(=O)O)CC2)cc1,99,108,-5[fluorescence artefact?],98,94,1,3,-3,1.2
CCN(CC)C(=O)COc1ccc(-c2nnc(N3CCCCC3)c3ccccc23)cc1,91,114,1,104,98,8,3,6,1
O=C(CN1CCN(c2ccccc2)CC1)Nc1nnc(-c2ccccc2)s1,102,117,0,106,106,-2,-3,-13,1.2
CCOC(=O)CSc1nc2cc3c(cc2cc1CC)OCCO3,52,119,-6,97,92,/,-3,3,1.3
CN(C)CCCNC(=O)Cc1ccc(Br)cc1,98,101,-10,103,113,-3,-7,-2,1.1
CCOc1cc(S(=O)(=O)NC2CCCCC2)ccc1F,95,110,5,93,93,-1,-6,-21,1.1
CCC1(C)Cc2c(sc3nc(SCC(=O)O)[nH]c(=O)c23)CO1 (centres undefined),98,91,-4,96,98,2,-11,-1,1.1
COC(=O)C1=C(Nc2ccc(C)cc2)C=C(C)C(C(=O)OC)C1c1ccc(F)cc1 (centres undefined),12*,120,-16,65,72,/,-8,11,1.2
Cn1cccc1C(=O)NC(=O)COC(=O)CNS(=O)(=O)c1ccc(Br)cc1,83,46[fluorescence artefact?],18,94,105,-1,20,-6,1.3
COc1cc(-c2nc3cnccn3c2Nc2ccc(C)cc2)ccc1O,56,71[fluorescence artefact?],18,86,84,-2,-1,-7,1.1

# Later entries
SMILES,H69AR inhibit,ERa SRC1 pot,ERb coact inh,Fibroblast inh,HUVEC inhibit,CD11b adhes enh,ERa SRC1 inh,Smad3 FoxH1 inh,MT1-MMP txn act
Cc1ccc(S(=O)(=O)N2C=CC(C(F)(F)F)=NCC2)cc1,91,110,4[fluorescence artefact?],93,94,-6,4,3,1.2
Nc1cc(-c2nn[nH]n2)ccc1F,97,59[fluorescence artefact?],60*[fluorescence artefact?],97,90,0,43[fluorescence artefact?],9[fluorescence artefact?],1.1
Cc1cccc(OCc2nc(C#N)c(NCCN(C)C)o2)c1,91,130,-12,88,85,4,-3,5,1.2
Cc1ccc(SCC(=O)Nc2cc(C)on2)cc1,98,93,-1,104,104,-1,2,13,1.1
FC(F)(F)COc1nc(OCC(F)(F)F)nc(N2CCN(c3ccccc3)CC2)n1,104,110,2,95,115,-1,-7,-28,1.1
O=C1CCc2cc(S(=O)(=O)NCCC(=O)N3CCN(c4cccc(Cl)c4)CC3)ccc2N1,93,98,-13,99,105,/,-15,14[fluorescence artefact?],1
CCC(C)(C)NC(=O)C1CCN(c2nc(C)cc(C)n2)CC1,86,123[fluorescence artefact?],-3,109,97,3,-2,-3,1.1
Cc1nn(-c2nc(-c3ccco3)cc(C(F)(F)F)n2)c(C)c1Br,72,177[fluorescence artefact?],6,100,107,0,2[fluorescence artefact?],9[fluorescence artefact?],1.1
CS(=O)(=O)c1nc(-c2cccs2)cc(C(F)(F)F)n1,1.5*,87,-1,14*,54,-2,10,-10,/
COc1ccc(CCNC(=O)c2cc(-c3cc(C)c(C)cc3O)n[nH]2)cc1OC,29*,128[fluorescence artefact?],5[fluorescence artefact?],101,94,4,13,-13,1.1
COc1ccc2cc3c(N)c(C(=O)N4CCCC4)sc3nc2c1,73,92[fluorescence artefact?],10,109,75,4,1[fluorescence artefact?],2,1.5
O=C(CN1CCN(C(=O)c2ccco2)CC1)Nc1cc(C(F)(F)F)ccc1Cl,88,105,17[fluorescence artefact?],102,106,-1,-10,-10,1.1
Cc1cccc(-n2c(O)c(C=NCCCN3CCOCC3)c3ccccc3c2=O)c1,/,120,0,98,84,1,-5,-2,1.1
Nc1nnc(SCc2ccccc2)n1-c1ccccc1,83,81,18,100,103,/,15,2,1.2
Cc1ccc(-c2ccc(/C=N/N3C(=O)C4C5C=CC(CC5)C4C3=O)o2)c([N+](=O)[O-])c1 (centres undefined),82,104,3,105,85,3,2,18,1.2
O=C(c1cnn2c(C(F)(F)F)cc(-c3ccccc3)nc12)N1CCOCC1,50,103,-31,95,100,-1,-23,5,1
CCc1nc(C)cn1S(=O)(=O)c1ccc(Cl)c(Cl)c1Cl,97,93,0,99,99,-5,-2,5,1.2
CCCNC(=O)c1oc2ccc3c(c2c1C)C(=O)CC(C)(C)O3,90,95,-15,106,101,-5,-2,5,1.3
COCc1nnc(NS(=O)(=O)c2ccc(NC(C)=O)cc2)s1,102,153,-4,/,97,3,-5,-1,1
Cn1c(N)c(C(=O)COC(=O)c2ccc(Br)o2)c(=O)n(C)c1=O,74,84,19,89,83,-2,11,3,1.1
Cc1ccccc1NC(=O)C1CCCN1S(=O)(=O)c1cccc2cccnc12 (centres undefined),97,102,-4,92,100,0,-7,0,1.1
CCOC(=O)c1c(OCC)[nH]c2ccc(O)cc12,102,111,-6,107,101,-2,-7,5,1.2
Cc1cc(=O)[nH]c(SCC(=O)N2CCCc3ccccc32)n1,97,107,-33,99,87,/,-32,6,1.4
CCn1c(N)c(C(=O)Nc2ccccc2C(=O)OC)sc1=S,67,83,-1,95,78,-4,-10,6,1.2
C=CCN1C(=O)C(CC(=O)O)SC1=Nc1c(C)n(C)n(-c2ccccc2)c1=O (centres undefined),98,97[fluorescence artefact?],4[fluorescence artefact?],107,103,-3,-6[fluorescence artefact?],1,/

# Full records, looked up by structure. Order of values: H69AR inhibit, ERa SRC1 pot, ERb coact inh, Fibroblast inh, HUVEC inhibit, CD11b adhes enh, ERa SRC1 inh, Smad3 FoxH1 inh, MT1-MMP txn act
# `O=C1CCc2cc(S(=O)(=O)NCCC(=O)N3CCN(c4cccc(Cl)c4)CC3)ccc2N1` as listed: 93, 98, -13, 99, 105, /, -15, 14[fluorescence artefact?], 1
# `Cn1c(N)c(C(=O)COC(=O)c2ccc(Br)o2)c(=O)n(C)c1=O` as listed: 74, 84, 19, 89, 83, -2, 11, 3, 1.1
# `CS(=O)(=O)c1nc(-c2cccs2)cc(C(F)(F)F)n1` as listed: 1.5*, 87, -1, 14*, 54, -2, 10, -10, /

# (next part)
SMILES,H69AR inhibit,ERa SRC1 pot,ERb coact inh,Fibroblast inh,HUVEC inhibit,CD11b adhes enh,ERa SRC1 inh,Smad3 FoxH1 inh,MT1-MMP txn act
CCn1c(SCC(=O)Nc2ccccc2N2CCOCC2)nnc1-c1ccccc1,93,91,-17,105,93,0,-21[fluorescence artefact?],8[fluorescence artefact?],1.1
CC(C)C(NC(=O)CSc1ccc(Cl)cc1)C(C)C,81,67,-1,100,106,2,-1,-11,1.3
COc1ccc(OC)c(-c2nc(C(N)=O)c3[nH]c(=O)n(-c4ccc(F)cc4)c3n2)c1,90,104,17[fluorescence artefact?],86,93,-3,41[fluorescence artefact?],-2,1.1
O=S(=O)(Nc1ccc(Oc2ncccn2)c(Cl)c1)c1ccc(F)cc1,94,124,14,98,100,4,3,-9,1
O=c1oc2ccccc2n1CCCCCn1c(=O)oc2ccccc21,88,112,15,98,94,3,-2,-8,1.1
COc1cccc(C2NC(=O)NC(C)=C2C(=O)Nc2cc(OC)ccc2OC)c1 (centres undefined),80,118,2,/,91,-8,3[fluorescence artefact?],3,1.2
Cc1noc(C)c1CSc1nc2ccccc2c(=O)n1-c1ccccc1,17*,81,0,58,61,1,1,11,0.7
CCOC(=O)c1cc(S(=O)(=O)N2CCN(C(=O)OCC)CC2)cn1C,90,112,8,105,98,-2,-1,6,1.3
CCN(CC)C(=O)Oc1ccc2c(=O)c(-c3ccc(OC)cc3)c(C)oc2c1,/,115,-10,92,97,-2,-6,4,1.2
O=C(Nc1nnc(-c2ccco2)s1)C1CC1,103,94,18,106,98,-7,0,4,1.8
Fc1ccc(COc2ccc(/C=N/n3cnnc3)cc2)cc1,88,114,-8,105,112,-4,-4,3,1.3
Cc1ccc(N(CC(=O)N2CCc3ccccc32)S(=O)(=O)c2cccs2)cc1,86,110[fluorescence artefact?],-3,80,89,4,-3,8,1.2
Cc1cn2c(-c3ccc(Cl)cc3)nnc2s1,99,127,-6,95,102,3,0,-10,1
COc1ccccc1-c1cc(C(=O)N2CCN(c3ccccc3OC)CC2)no1,28*,95[fluorescence artefact?],-5,97,77,5,-8,1,1.1
COc1ccc(C2C(C(=O)N3CCOCC3)=C(C)NC3=C2C(=O)CC(C)(C)C3)c(OC)c1 (centres undefined),92,132,11,107,108,/,-5,10[fluorescence artefact?],1.2
Clc1ccccc1CSc1nnc(Cn2cnc3ccccc32)n1-c1ccccc1,98,84,-3,88,85,-1,-2,18,1
CC1(C)CC(=O)c2sc(N3CCCCC3)nc2C1,91,117,-6,/,106,-4,-5,6,1.6
CCCCOc1cc(=O)[nH]c(=O)[nH]1,85,117,-10[fluorescence artefact?],105,110,-4,-6,0[fluorescence artefact?],1.1
Cc1ccc2nc(/C(C#N)=C\c3ccc(N4CCOCC4)o3)[nH]c2c1,5.5*,77[fluorescence artefact?],3[fluorescence artefact?],84,76,/,-1[fluorescence artefact?],19,1.9
O=C(NCc1ccco1)c1ccc(Cl)c(S(=O)(=O)N2CCOCC2)c1,75,104,-25,111,89,13,-25,6,1.1

# The list is partial; rates above refer to the full screens.
